PAFAH2 FP inh: inhibitors of human PAFAH2 | Q99487 | recombinant PAFAH2, FP-rhodamine activity probe, fluorescence polarization | inhibition, % at 3.39 µM | actives 0.99% (n = 340,000) | AID 492956;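 active means inhibition above the mean over all tested compounds plus 3 SD, cut at about 30% in these data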;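 further: inhibitors block probe labeling of enzyme so polarization drops; 0% = enzyme with DMSO and 100% = wells lacking PAFAH2 protein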
LYPLA1 counter: counter-screen for PME1 inhibitors: inhibitors of human LYPLA1. O75608. recombinant LYPLA1, FP-Rh probe fluorescence polarization. inhibition, % at 5.9 µM. actives 0.16% (n = 320,000);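 active means inhibition above the mean of all tested compounds plus 3 SD, set per campaign, cut at about 14% in these data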;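 further: inhibitors block serine hydrolase probe labeling of LYPLA1 so polarization falls; 0% = enzyme with DMSO and 100% = wells lacking LYPLA1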
Target sequence (O75608 whole entry, looked up): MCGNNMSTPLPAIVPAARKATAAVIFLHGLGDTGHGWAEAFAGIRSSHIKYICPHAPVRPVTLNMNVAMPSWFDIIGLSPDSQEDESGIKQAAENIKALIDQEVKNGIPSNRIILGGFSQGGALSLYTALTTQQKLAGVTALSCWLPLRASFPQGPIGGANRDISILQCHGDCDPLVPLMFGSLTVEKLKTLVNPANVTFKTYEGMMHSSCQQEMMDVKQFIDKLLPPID
pPAFAH inh: inhibitors of human plasma PAF acetylhydrolase (pPAFAH). actives 1.5% (n = 330,000). recombinant pPAFAH, FP-rhodamine probe fluorescence polarization. inhibition, % at 3.39 µM. Q13093;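 active means inhibition above the mean inhibition across the screen plus 3 SD, cut at about 25% in these data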;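 further: inhibitors block binding of the rhodamine activity-based probe so polarization drops; 0% = enzyme with DMSO and 100% = wells lacking pPAFAH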
GSTO1 counter: counter-screen for RBBP9 inhibitors: inhibitors of human GSTO1. P78417. recombinant GSTO1, activity-based probe fluorescence polarization. inhibition, % at 5.96 µM. actives 1.1% (n = 300,000). AID 1974;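 active means inhibition above the campaign mean inhibition plus 3 SD, cut at about 35% in these data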;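 further: 0% = GSTO1-1 with DMSO and 100% = wells lacking GSTO1-1 enzyme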
Target sequence (P78417 whole entry, looked up): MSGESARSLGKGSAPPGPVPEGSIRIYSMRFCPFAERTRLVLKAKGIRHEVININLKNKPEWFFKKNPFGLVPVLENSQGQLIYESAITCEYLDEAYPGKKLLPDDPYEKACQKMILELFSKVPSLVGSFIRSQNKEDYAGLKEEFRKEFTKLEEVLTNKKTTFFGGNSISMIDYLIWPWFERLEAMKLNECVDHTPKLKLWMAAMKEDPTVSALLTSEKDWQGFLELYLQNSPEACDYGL
PAD4 inh: inhibitors of human PAD4; AID 485272; Q9UM07; inhibition, % at 6.36 µM; actives 0.41% (n = 330,000); recombinant PAD4, RCA probe fluorescence polarization;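 active means percent inhibition above a cutoff equal to the mean of all tested compounds plus 3 SD, cut at about 15% in these data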;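 further: 0% = PAD4 with RCA probe and DMSO and 100% = probe without PAD4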
PME-1 primary: blocks human protein phosphatase methylesterase 1; Q9Y570; recombinant PME-1, FP-Rh probe fluorescence polarization; inhibition, % at 5.9 µM; actives 0.53% (n = 320,000); AID 2130;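 active means inhibition above the campaign mean of all compounds plus 3 SD, cut at about 26% in these data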;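 further: competitive labeling of PME-1 active site by serine hydrolase directed probe; 0% = PME-1 with DMSO and 100% = wells lacking PME-1 enzyme; inhibitors block probe labeling so polarization falls and inhibition rises; many of its hits are not listed in these tables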
Target sequence (Q9Y570 whole entry, looked up): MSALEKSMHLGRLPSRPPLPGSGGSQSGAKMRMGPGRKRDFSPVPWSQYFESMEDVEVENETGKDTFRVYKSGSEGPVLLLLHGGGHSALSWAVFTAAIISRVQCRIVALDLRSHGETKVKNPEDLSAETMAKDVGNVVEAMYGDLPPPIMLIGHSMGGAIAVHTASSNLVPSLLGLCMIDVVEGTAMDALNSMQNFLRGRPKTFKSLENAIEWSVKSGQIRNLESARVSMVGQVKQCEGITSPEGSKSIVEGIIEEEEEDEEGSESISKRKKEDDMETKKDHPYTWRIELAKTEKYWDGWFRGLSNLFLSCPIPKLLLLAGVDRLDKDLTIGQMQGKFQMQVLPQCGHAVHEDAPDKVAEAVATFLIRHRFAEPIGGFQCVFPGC
Fam108B counter: blocks mouse Fam108B hydrolase in RBBP9 counter-screen; recombinant Fam108B, FP-Rh probe fluorescence polarization; actives 0.33% (n = 300,000); AID 1947; inhibition, % at 9.51 µM;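 active means inhibition above the screen mean inhibition plus 3 SD, computed separately per campaign, cut at about 18% in these data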;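 further: inhibitors lower polarization as less probe binds the enzyme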
PAFAH1B3 FP inh: inhibitors of human PAFAH1B3; Q15102; inhibition, % at 3.39 µM; actives 0.28% (n = 340,000); AID 492972; recombinant PAFAH1B3, FP-rhodamine probe, fluorescence polarization;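 active means inhibition above the screen-wide average of all tested compounds plus 3 SD, cut at about 25% in these data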;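 further: 0% = enzyme with DMSO only and 100% = wells lacking PAFAH1B3 protein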
PAFAH1B2 inh: inhibitors of human PAFAH1B2. actives 1.2% (n = 340,000). recombinant PAFAH1B2, FP-rhodamine activity probe, fluorescence polarization. P68402. inhibition, % at 3.39 µM. AID 492953;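 active means inhibition above the mean of all tested compounds plus 3 SD, cut at about 24% in these data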;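 further: 0% = enzyme with DMSO and 100% = wells lacking PAFAH1B2; many of its hits are not listed in these tables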
* marks the source's active call; other numbers are inactive results; / = not tested or not shown.

1: CCN(CCCNC(=O)C1CCC(=O)N1C(C)C)c1cccc(C)c1 (centres undefined)
2: CN(C(=O)c1cc2ccccc2oc1=O)C1(C)CCS(=O)(=O)C1 (centres undefined)
3: O=C(NCc1ccccc1)C1CCN(C(=O)NCc2ccccc2)CC1
4: O=[N+]([O-])c1ccccc1N/N=C/c1cccc(O)c1O
5: O=C(NCc1ccccc1Br)c1ccco1
6: Cc1nn(C)cc1C=NCCOCc1ccccc1
7: Nc1[nH]nc2nc(N3CCCC3)nc(-c3ccccc3)c12
8: CC(C)(C)n1ncc2c(=O)n(CC(=O)N3CCCC3)cnc21
entry no.	1	2	3	4	5	6	7	8
PAFAH2 FP inh	4	-1	4	2	-1	-1	2	8
LYPLA1 counter	-2	-1	2	4	0	-4	-1	2
pPAFAH inh	2	2	9	50*	-2	3	0	1
GSTO1 counter	-1	6	3	49*	0	2	0	5
PAD4 inh	5	-6	-2	1	2	1	1	-7
PME-1 primary	-1	0	-3	3	-3	-5	0	-2
Fam108B counter	-2	1	-2	8	-1	3	5	4
PAFAH1B3 FP inh	6	2	3	0	-2	8	11	4
PAFAH1B2 inh	3	4	3	-2	2	-1	8	1

9: O=C(COc1ccc(Br)cc1Br)NC1CCCC1
10: COc1ccc(NC(=O)c2ccco2)cc1NC(=O)c1c(OC)cccc1OC
11: CCOc1ccc(OCC)c(NC(=O)CN2CCN(c3ccc(C)cc3C)CC2)c1
12: CCC1CCCCN1Cc1nc2ccccc2c(=O)n1CC(C)=O (centres undefined)
13: Fc1cccc(NC(=S)NCCN2CCOCC2)c1
14: Cc1cc(C)cc(NC(=O)CSc2ccc(-c3cccs3)nn2)c1
15: CN(Cc1ccc(F)cc1)C(=O)c1ccc(NS(=O)(=O)c2ccc3[nH]c(=O)[nH]c3c2)cc1
16: COc1cc2c(=O)n(CCC(=O)NCC3CCCO3)c(=O)n(CC(=O)c3ccc(Cl)cc3)c2cc1OC (centres undefined)
entry no.	9	10	11	12	13	14	15	16
PAFAH2 FP inh	2	-7	-3	1	-2	4	-4	-6
LYPLA1 counter	0	2	1	0	2	-10	3	1
pPAFAH inh	14	3	5	0	23	0	-2	3
GSTO1 counter	3	4	-8	4	-1	-4	-79	1
PAD4 inh	-3	-3	-3	1	2	-4	2	0
PME-1 primary	0	-3	0	5	-3	-4	-1	3
Fam108B counter	-1	0	1	11	0	-1	2	1
PAFAH1B3 FP inh	13	4	1	1	7	4	-1	1
PAFAH1B2 inh	-1	7	-1	2	2	4	5	-5

4 entries from above, ordered by the value under PME-1 primary, rising.
No. | SMILES | PAFAH2 FP inh | pPAFAH inh | PAD4 inh | PME-1 primary | PAFAH1B3 FP inh | PAFAH1B2 inh
14 | Cc1cc(C)cc(NC(=O)CSc2ccc(-c3cccs3)nn2)c1 | 4 | 0 | -4 | -4 | 4 | 4
13 | Fc1cccc(NC(=S)NCCN2CCOCC2)c1 | -2 | 23 | 2 | -3 | 7 | 2
11 | CCOc1ccc(OCC)c(NC(=O)CN2CCN(c3ccc(C)cc3C)CC2)c1 | -3 | 5 | -3 | 0 | 1 | -1
16 | COc1cc2c(=O)n(CCC(=O)NCC3CCCO3)c(=O)n(CC(=O)c3ccc(Cl)cc3)c2cc1OC (centres undefined) | -6 | 3 | 0 | 3 | 1 | -5

New compounds follow:
17: O=C(NCCCN=C1NS(=O)(=O)c2ccccc21)c1ccc(Cl)cc1
18: COCCN(C(=O)CCCC(=O)Nc1ccccn1)C(C(=O)NC1CCCC1)c1ccc(C)cc1 (centres undefined)
19: CCc1ccc(NC2=NC(C(=O)NC3CCCCC3)CC(=O)N2)cc1 (centres undefined)
20: CC(C)NC(=O)C(C)Oc1ccc(S(=O)(=O)NCc2ccc3c(c2)OCO3)cc1 (centres undefined)
21: CCCNS(=O)(=O)c1ccc(CCC(=O)Nc2ccc3c(c2)OCO3)cc1
22: Cc1nc2scc(C)n2c(=O)c1S(=O)(=O)N1CCN(c2ccc(F)cc2)CC1
23: CCCN(C(=O)CSc1nnc(N)s1)c1c(N)n(Cc2ccccc2)c(=O)[nH]c1=O
24: Cn1c(=O)c(C(=O)Nc2ncccc2O)c(O)c2ccccc21
entry no.	17	18	19	20	21	22	23	24
PAFAH2 FP inh	-1	3	-1	3	1	2	0	1
LYPLA1 counter	-3	-1	1	-4	3	-5	/	-3
pPAFAH inh	0	0	6	2	9	-2	0	-4
GSTO1 counter	-2	2	-1	9	3	25	/	1
PAD4 inh	2	2	4	-3	-2	-3	-1	-1
PME-1 primary	5	-2	5	2	-6	2	/	0
Fam108B counter	0	3	0	-3	-1	1	/	10
PAFAH1B3 FP inh	1	9	5	11	5	11	-4	5
PAFAH1B2 inh	-1	-1	6	1	6	10	4	2

25: COc1ccc(S(=O)(=O)N(CC(=O)Nc2ccc(S(=O)(=O)N3CCOCC3)cc2)c2ccccc2)cc1
26: CSC(=S)N/N=C(\C)c1ccccc1
27: Nc1c(C(=O)N/N=C/c2ccccc2Cl)oc2nc(-c3ccccc3)cc(-c3ccco3)c12
28: O=C1NC2(CCCC2)N=C1c1ccc(F)cc1
29: CCOC(=O)C1(CCCc2ccccc2)CCN(C(=O)c2cc(C)nc(C)n2)CC1
30: CC(=O)N/C(=C/C(C)C)c1ccccc1
31: CCOC(=O)COc1ccc(Br)cc1/C=C\c1[nH]c(=O)[nH]c(=O)c1[N+](=O)[O-]
32: CC(=O)n1nc(-c2ccc(Cl)cc2)nc1NCc1ccco1
entry no.	25	26	27	28	29	30	31	32
PAFAH2 FP inh	-10	2	/	6	5	9	3	1
LYPLA1 counter	-15	-2	-4	3	-3	4	4	-1
pPAFAH inh	5	2	14	0	-3	-1	8	1
GSTO1 counter	-1	5	5	0	2	/	9	-3
PAD4 inh	5	-2	-7	-4	-4	-3	-6	2
PME-1 primary	-15	-2	5	0	-1	-2	1	7
Fam108B counter	-9	-2	-1	5	-2	/	-1	1
PAFAH1B3 FP inh	-3	2	/	-3	5	3	-5	4
PAFAH1B2 inh	3	5	/	6	4	-1	7	0

33: COc1ccc2[nH]c(=O)c(CN(CCN3CCCC3)C(=O)Nc3ccccc3Cl)cc2c1
34: CC(=O)OC(C(=O)NCc1ccco1)c1cccnc1 (centres undefined)
35: Cc1ccc(OCCOCCN(C)C)c(Cl)c1
36: O=C(Cc1ccccc1)Nc1ccc(C(=O)Nc2ccccc2C(=O)O)cc1
37: COc1ccc(CCNc2nc(C)cc(C)n2)cc1OC
38: Cc1ccc(C(C)C)c(OCc2nc(-c3nonc3N)no2)c1
39: CN(CCCNC(=O)CCCOc1cc(=O)n(C)c2ccccc12)Cc1ccccc1
40: CNc1nc(OC)nc(N(C#N)CN2C(=O)c3ccccc3S2(=O)=O)n1
entry no.	33	34	35	36	37	38	39	40
PAFAH2 FP inh	-3	0	-1	-19	5	-2	-3	4
LYPLA1 counter	0	-1	1	-5	-2	-4	1	2
pPAFAH inh	5	1	3	-4	2	7	3	1
GSTO1 counter	1	0	1	-29	-2	11	4	3
PAD4 inh	2	4	-3	0	-4	-2	1	0
PME-1 primary	-10	-1	3	-9	1	-12	7	-3
Fam108B counter	-3	0	4	-3	3	-3	3	-2
PAFAH1B3 FP inh	1	11	5	-5	6	-11	5	-3
PAFAH1B2 inh	1	3	-3	-2	2	3	-2	7

41: O=C(C[n+]1cccc(CNC(=O)c2ccc(OC(F)F)cc2)c1)c1ccccc1
42: C=C(C)CN1C(=O)c2ccccc2C1=O
43: CCc1nn2c(=O)cc(CSCC(=O)Nc3ccccc3Cl)nc2s1
44: Cc1ccc(NC(=O)CCC(=O)N/N=C/c2cc([N+](=O)[O-])ccc2O)cc1
45: O=C(COC(=O)c1ccc(O)cc1)NCC1CCCO1 (centres undefined)
46: CC1CCN(C(=O)c2[nH]cnc2C(=O)NCCCCCNC(=O)OC(C)(C)C)CC1
47: CC[C@]12c3[nH]c4ccccc4c3CCN1C(=O)C(CC(=O)NC(C)(C)C)C[C@@H]2C(=O)N1CCN(C(=O)C2CC2)CC1 (some centres undefined)
48: COC(=O)CSc1nnc(-c2ccco2)o1
entry no.	41	42	43	44	45	46	47	48
PAFAH2 FP inh	1	2	0	2	18	6	2	-4
LYPLA1 counter	3	3	-1	-6	0	1	/	-2
pPAFAH inh	7	-1	4	2	1	-1	4	4
GSTO1 counter	5	-2	-3	-2	-1	/	/	-3
PAD4 inh	0	-6	0	1	-4	-2	-3	-3
PME-1 primary	-2	-2	0	-1	-4	-2	/	-1
Fam108B counter	0	1	-1	3	-1	/	/	-1
PAFAH1B3 FP inh	2	5	-1	6	1	5	6	8
PAFAH1B2 inh	-4	1	-2	14	1	12	0	-3

49: COc1ccc(S(=O)(=O)N2CCN(Cc3ccc4c(c3)OCO4)CC2)cc1F
50: CC(C)N(C(=O)[C@H]1C[C@H](CC(=O)NCC23CC4CC(CC(C4)C2)C3)C(=O)N2CCc3c([nH]c4cc(-c5ccco5)ccc34)[C@]12C)C(C)C
51: COc1cc(NC(=O)CCCNC(=O)c2ccc(Cl)cc2)cc(OC)c1OC
52: CC(=O)Nc1ccc(NC(=O)C/C(C)=N/NC(=O)COc2cc(C)c(Br)cc2Br)cc1
53: O=C1NCCN(Cc2ccoc2)C1CC(=O)N(Cc1ccccc1)CC1CCC1 (centres undefined)
54: COc1ccccc1C(=O)NNC(=O)C(=O)Nc1ccc(C)c(Cl)c1
55: NC(=S)N/N=C\c1c(OCc2ccccc2Cl)ccc2ccccc12
56: CN(C)/C=C1/C=C(C=O)OC1=O
entry no.	49	50	51	52	53	54	55	56
PAFAH2 FP inh	4	3	-9	-1	-1	6	-16	-1
LYPLA1 counter	-3	/	5	-3	1	4	-18	3
pPAFAH inh	-3	7	7	2	0	12	-5	2
GSTO1 counter	9	/	5	3	-6	-3	11	-3
PAD4 inh	-1	1	-8	-2	-3	-2	-1	1
PME-1 primary	10	/	-1	10	-3	-7	-31	1
Fam108B counter	-3	/	8	0	-2	8	-33	3
PAFAH1B3 FP inh	13	6	4	2	2	8	-11	3
PAFAH1B2 inh	5	0	2	4	3	6	-11	10

57: CC(=O)N1CCc2cc(NS(=O)(=O)c3cccs3)ccc21
58: O=C(Nc1nccs1)c1ccc(N2CCOCC2)c([N+](=O)[O-])c1
59: CC(=O)Nc1ccc2nc(NC(=O)COc3ccc(C)cc3)sc2c1
60: O=C1/C(=C/c2ccc(O)cc2)COc2ccccc21
61: O=C(CNc1cccc(C(F)(F)F)c1)N/N=C/C1CCCCC1
62: O=C(c1cc(-c2cccc(O)c2)on1)N1CCCCCC1
63: CCOc1cc(N2CCOCC2)c(OCC)cc1NCC(=O)N1CCN(Cc2ccccc2)CC1
64: Cc1ccccc1OCC(=O)NNC(=O)C1CCCCC1C(=O)O (centres undefined)
entry no.	57	58	59	60	61	62	63	64
PAFAH2 FP inh	8	1	-1	-9	3	0	4	11
LYPLA1 counter	0	4	-6	-2	-2	-2	-1	2
pPAFAH inh	0	1	2	3	3	7	-6	1
GSTO1 counter	5	4	0	3	3	8	4	-5
PAD4 inh	0	2	-3	1	5	2	-6	2
PME-1 primary	-2	2	-56	0	2	0	1	-4
Fam108B counter	1	4	-2	-1	3	1	0	-7
PAFAH1B3 FP inh	4	7	6	7	3	-6	5	-1
PAFAH1B2 inh	-5	6	1	4	5	5	6	6

Some of the compounds tested. The share of hits here may be higher or lower than overall.
